# Bioassay records: PubChem BioAssay, National Center for Advancing Translational Sciences (NCATS)
# AMA1-RON2 inh = AMA1-RON2 (P. falciparum) interaction inhibition | actives 0.2% (n = 360,000) | AlphaScreen AMA1-biotinylated RON2 peptide binding | Potency, µM (top dose mostly 58.2 µM), for the others: at the top dose activity change, negative = inhibition, most hits filed as inhibitors;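 note: potency is the fitted concentration of half-maximal effect; 0% = vehicle wells and -100% = peptide control; nearly all actives have a fitted effect of over 45% in size; some results filed as inactive show a strong effect at the top dose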
#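 AMA1 (3D7) with his tag at 25 nM final met compounds first, then biotinylated RON2 peptide at 25 nM; detection used donor plus acceptor beads, 10 µg/mL apiece, read by AlphaScreen after 30 min at room temperature.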
# AmpC inh no detg = AmpC beta-lactamase inhibition without detergent; actives 0.52% (n = 330,000); Potency, µM (doses to about 57.1 µM), inactives show at the highest dose activity change, negative = inhibition, most hits filed as inhibitors; P00811; AID 485341; AmpC nitrocefin hydrolysis, absorbance 480 nm, 0.0001% Triton;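 note: potency is the fitted concentration of half-maximal effect; plate controls were no compound for no effect and no enzyme for full effect; nearly all actives have a fitted effect of over 20% in size; some results filed as inactive show a strong effect at the top dose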
# Target sequence (P00811 whole entry, looked up): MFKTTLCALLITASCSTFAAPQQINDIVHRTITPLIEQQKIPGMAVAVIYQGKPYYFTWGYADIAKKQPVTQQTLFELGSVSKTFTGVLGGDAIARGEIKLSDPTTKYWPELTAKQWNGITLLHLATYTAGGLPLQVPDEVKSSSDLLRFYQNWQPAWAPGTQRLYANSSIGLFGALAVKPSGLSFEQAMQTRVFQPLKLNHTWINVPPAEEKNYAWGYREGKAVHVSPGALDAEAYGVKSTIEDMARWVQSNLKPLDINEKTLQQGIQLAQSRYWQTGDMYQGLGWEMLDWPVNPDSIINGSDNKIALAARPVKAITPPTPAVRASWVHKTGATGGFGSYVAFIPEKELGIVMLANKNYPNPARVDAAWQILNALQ
#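 AmpC (5.3 nM in the dispensed reagent) in 20 mM phosphate pH 7.0 with 0.01% (detergent screen) or 0.0001% Triton X-100 was preincubated with compounds for 15 min at room temperature. Nitrocefin was then added from an 800 uM solution, and hydrolysis was followed at 480 nm.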
# HCMV inh = blocks human cytomegalovirus replication; HFF cells, HCMV-luciferase reporter, 72 h; active compounds read low; activity change, negative = inhibition, % at 57.5 µM; actives 4.5% (n = 410,000); in the data active = activity change below about -60%; inconclusive = no clear call, values can overlap the other calls; inactive = above about -39%
#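 Two compound doses tested in HFFs infected with HCMV-luciferase, MOI 1 PFU/cell, 72 h at 37C. Lysate luminescence read with OneGlo; data normalized against buffer-only and 10uM Salinomycin inhibitor controls.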
# FBPA Giardia inh = blocks Giardia fructose-bisphosphate aldolase activity. A8B2U2. purified Giardia FBPA. Potency, µM (doses to about 59.6 µM), for inactives: top-dose activity, negative = inhibition, actives largely listed as inhibitors. actives 0.71% (n = 290,000). AID 2451; note: potency is the fitted concentration of half-maximal effect; nearly all actives have a fitted effect of over 55% in size
# Target sequence (A8B2U2 whole entry, looked up): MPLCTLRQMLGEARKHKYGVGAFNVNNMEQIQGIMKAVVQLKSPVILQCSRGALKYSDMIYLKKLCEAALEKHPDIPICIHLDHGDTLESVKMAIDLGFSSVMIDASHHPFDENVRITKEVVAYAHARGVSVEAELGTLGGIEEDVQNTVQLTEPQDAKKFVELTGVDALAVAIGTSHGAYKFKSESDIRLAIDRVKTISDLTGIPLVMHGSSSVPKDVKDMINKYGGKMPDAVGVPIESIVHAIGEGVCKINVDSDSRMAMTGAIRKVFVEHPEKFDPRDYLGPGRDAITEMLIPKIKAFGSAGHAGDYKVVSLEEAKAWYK
#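 Giardia FBPA (40 nM reagent) was preincubated 10 min at RT with compound (up to 57.5 uM final), then substrate plus GAPDH/TPI/NAD/arsenate coupling system with diaphorase/resazurin was added; resorufin fluorescence (525/598 nm) was read after 20 min.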
# Sm TGR block = S. mansoni TGR enzyme inhibition. Q962Y6. Potency, µM (titrated, usually from 114 µM), for inactives: top-dose activity change, negative = inhibition, usual class: inhibitors. AID 485364. purified TGR, DTNB reduction, TNB absorbance 405 nm. actives 3% (n = 360,000); note: potency is the fitted concentration of half-maximal effect; nearly all actives have a fitted effect of over 60% in size
#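 Kinetic colorimetric format: TGR-catalysed, NADPH-driven DTNB reduction monitored via TNB absorbance. Enzyme dispensed at 20 nM; compound exposure 15 min at room temperature before reaction start.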
# AmpC detergent = AmpC beta-lactamase inhibition with detergent present. AmpC hydrolysis of nitrocefin, absorbance 480 nm, 0.01% Triton. Potency, µM (doses to about 114 µM), without a hit: at the top dose activity change, negative = inhibition, actives largely listed as inhibitors. actives 0.041% (n = 370,000). AID 485294;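 note: potency is the fitted concentration of half-maximal effect; 0% = no-compound wells and -100% = no-enzyme wells; nearly all actives have a fitted effect of over 25% in size; some results filed as inactive show a strong effect at the top dose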
#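 AmpC (5.3 nM in the dispensed reagent) in 20 mM phosphate pH 7.0 with 0.01% (detergent screen) or 0.0001% Triton X-100 was preincubated with compounds for 15 min at room temperature. Nitrocefin was then added from an 800 uM solution, and hydrolysis was followed at 480 nm.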
# Starred values were filed as active, the others as inactive; ? = inconclusive; . = no result given; [ ] = dose if it differs, or a comment. Unless noted, calls come from the whole dose curve; as a rule, active = well fitted curve in the direction sought with a large enough effect; inconclusive = small, poorly fitted or top-dose-only effect, or another doubt; inactive = no such curve, though single readings can be large; an effect the other way counts as inactive or inconclusive. Unless noted, % is set by controls: 0 for no effect and ±100 for the full control effect.
SMILES,AMA1-RON2 inh,AmpC inh no detg,HCMV inh,FBPA Giardia inh,Sm TGR block,AmpC detergent
COc1cccc2cc(C(=O)NCc3ccccn3)c(=O)oc12,25%,-15%,-6,-1%,0%,?
CCn1cc(C(=O)N2CCc3ccccc32)c(=O)c2cc(S(=O)(=O)N3CCCC3)ccc21,-15%,38%,28,8%,-4%,-5%
Cc1cc(C)c(NC(=O)CSc2ccc(-c3cccnc3)nn2)c(C)c1,1%,-5%,-3,11%,0%,5%
N/C(=N\OC(=O)c1cccnc1)c1ccc(Cl)cc1Cl,13%,-8%,-33,0%,-1%,-8%
C=CCn1c(SCC(N)=O)nc2nc3c(cc2c1=O)COC(C)(C)C3,5%,-11%,-18,1%,12%,1%
CCc1ccc(C(=O)NNC(=O)c2n[nH]c(=O)c3ccccc23)cc1,97%[activator],-34%,3,.,-9%,-8%
COc1ccc(Cn2c(=O)[nH]c3cc(C(=O)NCCc4ccc(S(N)(=O)=O)cc4)ccc3c2=O)cc1,-6%,-21%[11.4 µM],-11,2%,3%,-12%
COc1ccccc1-n1c(=O)c2c3c(sc2n(Cc2ccccc2F)c1=O)CN(C(C)=O)CC3,.,.,24,.,3%,7%
CCc1ccc(OCC(=O)NNC(=O)CSc2ncnc3sc(C)c(C)c23)cc1,43%[activator],-39%,-29,3%,6%,-4%
Cc1nc2sc(-c3ccccc3)nn2c(=O)c1Br,1%,-9%,65,4%,-8%,?

# Two compounds drawn at random from the list so far, as already listed:
SMILES,AMA1-RON2 inh,AmpC inh no detg,HCMV inh,FBPA Giardia inh,Sm TGR block,AmpC detergent
CCc1ccc(OCC(=O)NNC(=O)CSc2ncnc3sc(C)c(C)c23)cc1,43%[activator],-39%,-29,3%,6%,-4%
N/C(=N\OC(=O)c1cccnc1)c1ccc(Cl)cc1Cl,13%,-8%,-33,0%,-1%,-8%

# The main list resumes with the 7 entries that preceded the break.
SMILES,AMA1-RON2 inh,AmpC inh no detg,HCMV inh,FBPA Giardia inh,Sm TGR block,AmpC detergent
N/C(=N\OC(=O)c1cccnc1)c1ccc(Cl)cc1Cl,13%,-8%,-33,0%,-1%,-8%
C=CCn1c(SCC(N)=O)nc2nc3c(cc2c1=O)COC(C)(C)C3,5%,-11%,-18,1%,12%,1%
CCc1ccc(C(=O)NNC(=O)c2n[nH]c(=O)c3ccccc23)cc1,97%[activator],-34%,3,.,-9%,-8%
COc1ccc(Cn2c(=O)[nH]c3cc(C(=O)NCCc4ccc(S(N)(=O)=O)cc4)ccc3c2=O)cc1,-6%,-21%[11.4 µM],-11,2%,3%,-12%
COc1ccccc1-n1c(=O)c2c3c(sc2n(Cc2ccccc2F)c1=O)CN(C(C)=O)CC3,.,.,24,.,3%,7%
CCc1ccc(OCC(=O)NNC(=O)CSc2ncnc3sc(C)c(C)c23)cc1,43%[activator],-39%,-29,3%,6%,-4%
Cc1nc2sc(-c3ccccc3)nn2c(=O)c1Br,1%,-9%,65,4%,-8%,?
CCCn1c(=O)c2c(C(F)(F)F)cc(-c3cccs3)nc2n(CCC)c1=O,-4%,-6%,-6,3%,-1%,2%
Cc1ccsc1/C=N\NC(=O)Cn1nnc2ccccc21,4%[2.32 µM],-26%,-31,5%,1%,-11%
N#Cc1ccc(C(=O)N(Cc2ccccc2)c2ccccc2)cc1,-1%,-22%,4,5%,-10%,-9%
CC(=O)Nc1ccc(S(=O)(=O)Nc2ccc(S(=O)(=O)Nc3ncccn3)cc2)cc1,-4%,-10%,-24,-8%,-5%,-8%
COc1ccc(-c2cc(C(=O)N3CCCCCC3)c3ccccc3n2)cc1,1%,69%[activator],-15,.,5%,-6%
Oc1ccc2ccccc2c1/C=N/c1nc2c(s1)CCCC2,-5%,-24%,-9,?,?,-3%
COc1ccc(OC)c(NC(=O)COC(=O)/C=C/c2ccco2)c1,-3%,-31%,-17,.,.,.
CCOC(=O)N1CCN(Cc2cn3ccccc3n2)CC1,-13%,-7%,-27,?,12%,?
CC1(C)C=C2[C@H]3CC[C@@H]4[C@@]5(C)CCC(=O)C(C)(C)[C@@H]5CC[C@@]4(C)[C@]3(C)CC[C@@]2(C(=O)O)CC1,10%,-31%,?,-2%,-25%,2%
CCCCc1c(C)nc2nc(SCc3ccc(Cl)cc3)[nH]n2c1=O,0%,-36%,53,9%,8%,?

# Whole records, looked up by structure. Values in the order: AMA1-RON2 inh	AmpC inh no detg	HCMV inh	FBPA Giardia inh	Sm TGR block	AmpC detergent
# Profile of CCOC(=O)N1CCN(Cc2cn3ccccc3n2)CC1 → -13%	-7%	-27	?	12%	?
# Profile of Cc1ccsc1/C=N\NC(=O)Cn1nnc2ccccc21 → 4%[2.32 µM]	-26%	-31	5%	1%	-11%
# Profile of CC(=O)Nc1ccc(S(=O)(=O)Nc2ccc(S(=O)(=O)Nc3ncccn3)cc2)cc1 → -4%	-10%	-24	-8%	-5%	-8%

# New compounds follow.
SMILES,AMA1-RON2 inh,AmpC inh no detg,HCMV inh,FBPA Giardia inh,Sm TGR block,AmpC detergent
CCN1CCN(c2cc3c(cc2F)c(=O)c(S(=O)(=O)c2ccc(OC)cc2)cn3CC)CC1,.,.,-13,.,-4%,-3%
CNC(=O)NC(=O)COC(=O)c1ccccc1OCc1ccccc1,5%,-6%,-1,0%,-3%,?
CN(C)c1cccc(C(=O)NCc2ccccc2Cl)c1,1%,-29%,-27,-3%,1%,3%
Cc1ccc(NC2=C(Cl)C(=O)c3ccccc3C2=O)cc1,-23%,-17%,39,?,3.5µM*,-4%
CCOC(=O)C1(CC2CC2)CCN(Cc2cn(C)c3ccccc23)CC1,-16%,39%,?,-1%,2%[57.1 µM],7%
COc1cccc(C(=O)NC2CCN(CC(=O)NCc3ccccc3F)CC2)c1,8%,13%,98,1%,-1%,-10%
Cc1cccc(NC(=O)/C(C#N)=C/c2ccccc2Cl)n1,-10%,-21%,?,-7%,-31%,-8%
Cc1ccc(C(=O)c2c3ccc(N)cc3nn2CCC(N)=O)cc1,8%,21%,?,?,17%,-3%
COc1ccc(Cl)cc1NC(=O)CN1CCN(S(=O)(=O)N2CCC(C)CC2)CC1,11%,47%,-20,1%,-1%,-5%
CCC(=O)Nc1ccc(Cl)c(NC(=S)NC(C)=O)c1,13%,-15%,?,-1%,-1%,0%
Cc1ccccc1CN1C(=O)C(O)(CC(=O)c2ccncc2)c2ccccc21 (centres undefined),-5%,14%,?,4%,0%,-6%
CCc1c(C2(O)CCCCC2)[nH]c2ccc(C(F)(F)F)cc12,-11%,-11%,-26,6%,-3%,?
